Source: PubChem (The Scripps Research Institute Molecular Screening Center)
GBA enhancer: enhancers of human beta-glucosidase activity in Gaucher fibroblasts; AID 784; P04062; activation, % at 10 µM; L444P Gaucher fibroblasts, 4-MU-glucoside fluorescence, 3 days; actives 0.44% (n = 30,000); in the data active = activation above about 65%;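 note: 0% = vehicle wells and 100% = positive control wells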
Target sequence (P04062 whole entry L483P): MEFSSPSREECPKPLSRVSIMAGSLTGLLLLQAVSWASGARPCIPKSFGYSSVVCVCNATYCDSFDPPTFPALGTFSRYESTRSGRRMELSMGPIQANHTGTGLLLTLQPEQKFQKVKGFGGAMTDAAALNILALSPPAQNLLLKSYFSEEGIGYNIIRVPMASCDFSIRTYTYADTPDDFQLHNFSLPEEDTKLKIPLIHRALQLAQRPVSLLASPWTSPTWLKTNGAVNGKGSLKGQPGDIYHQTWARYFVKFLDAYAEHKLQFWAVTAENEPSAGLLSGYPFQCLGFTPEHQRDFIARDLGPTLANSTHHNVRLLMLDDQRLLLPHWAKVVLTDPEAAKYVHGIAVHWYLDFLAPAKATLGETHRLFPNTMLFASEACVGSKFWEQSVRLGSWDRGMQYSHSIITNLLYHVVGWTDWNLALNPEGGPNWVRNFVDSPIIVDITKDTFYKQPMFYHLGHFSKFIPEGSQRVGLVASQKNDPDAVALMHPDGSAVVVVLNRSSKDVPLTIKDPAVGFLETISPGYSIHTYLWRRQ
* marks the source's active call; other numbers are inactive results. This is a subset, so the mix of outcomes need not match the whole.

SMILES | GBA enhancer
Cc1c(C(=O)Nc2ccc3c(c2)OCO3)sc2nc(-c3ccccc3)cn12 | 9
CCCCCn1ccc(=N)cc1 | -18
O=C(NCc1ccc(Cl)cc1)c1noc2c1CCCC2 | -13
CCOC(=O)N1CCN(C(=O)c2ccc(CNS(=O)(=O)c3ccc(OC)cc3)cc2)CC1 | -31
O=C(CC1CCCCC1)NCCCN1CCOCC1 | -5
COc1ccc2c(c1OC)C(=O)N1c3cccc(Cl)c3C(=O)OC21 (stereo unspecified) | -14
CC1CCN(C(=O)c2ccc(NC(=O)C3CCCO3)cc2)CC1 (stereo unspecified) | -2
CCOC(=O)CC(=O)Nc1ccc(C(=O)OCC)cc1 | -29
CCn1nc(C)c(NC(=O)c2cc(Br)ccc2Cl)c1C | -8
c1ccc2c(c1)ncn2CCC1CCCCC1 | -27
COc1ccc(CCN(C)C(=O)CN2C(=O)c3ccccc3S2(=O)=O)cc1OC | 12
CCOC(=O)N1CCC(NC(=O)CS(=O)(=O)Cc2nc(-c3cccc(OC)c3)oc2C)CC1 | 13
CC12CCC(=O)N1C(C(=O)OCC(=O)Nc1sccc1C#N)CS2 (stereo unspecified) | -18
CN1CCN(/C=N/c2c(C#N)cnn2-c2ccccc2)CC1 | 6
c1ccc2nc3c(nc2c1)[nH]c1ccccc13 | 3
COc1ccc2c3c(cccc13)OCC2=O | -10
COc1cccc(NC(=O)c2cn(C)c(=O)c3cc(OC)c(OC)cc23)c1 | 9
N/C(=N\S(=O)(=O)c1cccs1)c1ccccc1 | -2
CC(Sc1nnnn1C)C(=O)Nc1ccccc1-c1ccccc1 (stereo unspecified) | 2
CC(C)COP(=O)(c1ccc(N(C)C)cc1)C(O)c1ccccc1F (stereo unspecified) | -3
c1ccc(CCn2nnnc2C(c2cccs2)N2CCOCC2)cc1 (stereo unspecified) | -9
O=C(CSc1nnc(COc2ccc(Cl)cc2)o1)N1CCN(c2ccccc2)CC1 | -7
O=C(Oc1cccc2cccnc12)c1cccs1 | -2
CC(=O)c1c(C)[nH]c(C(=O)NCCN2CCC(C)CC2)c1C | 7
O=C(CC(C(=O)N1CCc2ccccc21)n1ccnc1)N1CCc2ccccc2C1 (stereo unspecified) | -13
CC1CCc2c(nc3ncnn3c2N2CCN(c3ccccc3F)CC2)C1 (stereo unspecified) | -38
CCc1nnc(NCC(=O)N2CCc3ccccc32)s1 | -22
Cc1nc2ncnn2c(N2CCCC(C(=O)Nc3ccc4c(c3)CCC4)C2)c1C (stereo unspecified) | 21
Cc1cccc(NC(=O)c2cc(NC(=O)C3CC=CCC3C(=O)O)ccc2N2CCOCC2)c1 (stereo unspecified) | -1
CC12/C(=N/O)C3C4CC5C3/C(=N/O)C1C5C42 (stereo unspecified) | -9
COc1cc(C)c(C#N)c(OC)n1 | -15
CCCCN(C)C(=O)CCCCn1c(=O)[nH]c2cc(OCC)c(OCC)cc2c1=O | 68*
Cc1noc(C)c1CSc1nnc(-c2ccccc2)n1Cc1ccco1 | 10
Cc1cc(Br)ccc1OCc1nc(-c2cccnc2)no1 | -6
COc1cc(C(=O)Nc2ccc3c(c2)OCO3)ccc1-n1cnnn1 | -15
CN(CC(=O)NCc1ccco1)S(=O)(=O)c1ccc2c(c1)n(C)c(=O)c(=O)n2C | -11
CCOC(=O)N1CCC(NS(=O)(=O)c2ccc3c(c2)C(C)(C)C(=O)N3C)CC1 | -32
CCC(CC)C(=O)Nc1c2cnn(-c3ccccc3)c2nc(=O)n1-c1ccccc1 | -3
Cc1cc2cc(CN(Cc3cccs3)Cc3nnnn3CC3CCCO3)c(=O)[nH]c2cc1C (stereo unspecified) | 6
Cc1nc(NCc2ccco2)c(C#N)c2c1COC(C)(C)C2 | -11
CC(=O)c1cnc(Nc2nc(C)c3cccc(C)c3n2)nc1C | -29
O=C(Nc1cccc(C(F)(F)F)c1)C1CCCN(S(=O)(=O)c2cnc[nH]2)C1 (stereo unspecified) | -23
CCCS(=O)(=O)c1c(S(=O)(=O)CCC)c2cc(CC)ccn2c1C(=O)OC | 7
CC(C)COc1cccc(C(=O)Nc2ccc(S(=O)(=O)N3CCOCC3)cc2)c1 | 10
Cc1ccc(SCc2nc(-c3ccccc3)no2)cc1 | -25
O=C(NCCCO)c1ccc2[nH]c3ccccc3c2c1 | -2
O=C(c1ccccc1NS(=O)(=O)c1ccc(Br)s1)N1CCCC1 | -23
O=C(COC(=O)CCOc1ccccc1)Nc1ccc(Cl)cn1 | 0
CC(C)[C@H](NC(=O)NC1CCCC1)C(=O)O | -28
CCCCn1nnc(NC(=O)CC23CC4CC(CC(C4)C2)C3)n1 | -6
N#Cc1c(F)cccc1N1CCOCC1 | -4
CC1CCN(S(=O)(=O)c2cc(Cl)ccc2Br)CC1 | -5
CCOC(=O)C1=C(C)Nc2ncnn2C1c1ccc2c(c1)OCO2 (stereo unspecified) | -9
Cc1ccc(OCCSc2nnc(NC(=O)c3ccco3)s2)cc1 | -16
CCn1c(Cn2nnc(-c3ccccc3)n2)nnc1SCc1ccc(Cl)c(Cl)c1 | -20
Oc1cc2ccccc2cc1-c1n[nH]c(=S)o1 | 8
COc1ccccc1-c1cc(C(F)(F)F)nc(S(=O)(=O)CCCC(=O)N2CCCCC2C)n1 (stereo unspecified) | -16
CCN(Cc1ccccc1)S(=O)(=O)c1nc2nc(C)c(C)c(C)n2n1 | -5
COc1ccc(NC(=O)c2ccco2)cc1NC(=O)c1c(F)c(F)c(OC)c(F)c1F | 13
CCOc1ccccc1NC1=NCC(=O)N1Cc1ccc(F)cc1 | -15

20 consecutive entries out of the list so far:
SMILES | GBA enhancer
CC(=O)c1cnc(Nc2nc(C)c3cccc(C)c3n2)nc1C | -29
O=C(Nc1cccc(C(F)(F)F)c1)C1CCCN(S(=O)(=O)c2cnc[nH]2)C1 (stereo unspecified) | -23
CCCS(=O)(=O)c1c(S(=O)(=O)CCC)c2cc(CC)ccn2c1C(=O)OC | 7
CC(C)COc1cccc(C(=O)Nc2ccc(S(=O)(=O)N3CCOCC3)cc2)c1 | 10
Cc1ccc(SCc2nc(-c3ccccc3)no2)cc1 | -25
O=C(NCCCO)c1ccc2[nH]c3ccccc3c2c1 | -2
O=C(c1ccccc1NS(=O)(=O)c1ccc(Br)s1)N1CCCC1 | -23
O=C(COC(=O)CCOc1ccccc1)Nc1ccc(Cl)cn1 | 0
CC(C)[C@H](NC(=O)NC1CCCC1)C(=O)O | -28
CCCCn1nnc(NC(=O)CC23CC4CC(CC(C4)C2)C3)n1 | -6
N#Cc1c(F)cccc1N1CCOCC1 | -4
CC1CCN(S(=O)(=O)c2cc(Cl)ccc2Br)CC1 | -5
CCOC(=O)C1=C(C)Nc2ncnn2C1c1ccc2c(c1)OCO2 (stereo unspecified) | -9
Cc1ccc(OCCSc2nnc(NC(=O)c3ccco3)s2)cc1 | -16
CCn1c(Cn2nnc(-c3ccccc3)n2)nnc1SCc1ccc(Cl)c(Cl)c1 | -20
Oc1cc2ccccc2cc1-c1n[nH]c(=S)o1 | 8
COc1ccccc1-c1cc(C(F)(F)F)nc(S(=O)(=O)CCCC(=O)N2CCCCC2C)n1 (stereo unspecified) | -16
CCN(Cc1ccccc1)S(=O)(=O)c1nc2nc(C)c(C)c(C)n2n1 | -5
COc1ccc(NC(=O)c2ccco2)cc1NC(=O)c1c(F)c(F)c(OC)c(F)c1F | 13
CCOc1ccccc1NC1=NCC(=O)N1Cc1ccc(F)cc1 | -15

(listing goes on)
SMILES | GBA enhancer
CCC(=O)n1nc(NCc2ccccc2OC)nc1NCc1ccccc1OC | -7
O=C1OC(Nc2nccs2)c2ccccc21 (stereo unspecified) | -42
CCOC(=O)CSC1=Nc2ccccc2C2=NC(CC(=O)NCc3cccs3)C(=O)N12 (stereo unspecified) | -8
CCN(CC)C(=O)CN(Cc1ccccc1)S(=O)(=O)c1ccc(F)cc1 | -19
Cc1cc(C)nc(NC(=NCCc2c[nH]c3ccccc23)NC(=O)c2ccco2)n1 | 8
CCN1CCN(c2ccc(-n3c(C)nc4c(cnn4-c4ccccc4Cl)c3=O)cc2)CC1 | -20
Cn1c(SCC(=O)OCC(=O)c2ccccc2)nnc1-c1cccs1 | -14
CCOc1cccc2cc(C(=O)NCc3cccnc3)c(=O)oc12 | -47
CCCCOc1ccc(-c2ncc(C(=O)O)c(C)n2)cc1 | -22
COC(=O)c1c[nH]n2c(=O)c(Cc3ccc(F)cc3Cl)c(C)nc12 | -15
COC(=O)Cn1cc(C(=O)c2cccs2)c2ccccc21 | -37
O=C(NC1=NCCS1)c1ccc(-c2ccc(Cl)cc2)o1 | -9
CCOc1cc(N2CCOCC2)c(OCC)cc1NC(=O)CN1C(=O)NC(Cc2ccccc2)C1=O (stereo unspecified) | 0
O=c1[nH]c(Nc2ccccc2)cc2ccccc12 | -2
COc1ccc2cc(C#N)c(SCC(=O)N3CCCC3)nc2c1 | -13
Cc1ccc(-n2c(SCC(=O)Nc3ccc4cn[nH]c4c3)nnc2-c2ccco2)cc1 | 20
CCOC(=O)c1[nH]c2ccccc2c1NC(=O)C(CC)CC | -14
O=C(O)COc1ccc(C(=O)Cc2ccc3c(c2)OCCCO3)c(O)c1 | 17
Cn1c(=O)n(Cc2ccco2)c(=N)c2c3c(sc21)CCC3 | -2
CNC(=O)c1c(O)c2cccc3c2n(c1=O)CC3 | -19
Cc1ccccc1Cn1c(=N)n(CC(=O)c2ccco2)c2ccccc21 | -21
COC(=O)c1[nH]c2ccccc2c1NS(=O)(=O)c1ccc(OC)cc1OC | 9
CC(NS(=O)(=O)c1ccc(OCC(=O)N2CCOCC2)c(Cl)c1)c1ccccc1 (stereo unspecified) | -66
COc1ccc(CCNCc2csc3nc4ccccc4n23)cc1OC | 11
O=C(NCc1ccc2c(c1)OCO2)c1ccc(C2SCC(=O)N2Cc2ccco2)cc1 (stereo unspecified) | 11
O=C(c1n[nH]c2c1CCCC2)n1ccnc1 | 7
COc1ccccc1OCc1nnc(SCC(=O)N2CCCCC2)n1-c1ccccc1 | -14
COCCn1c(-c2ccco2)nc2nc3ccccc3nc21 | 16
CCCn1nc(NS(=O)(=O)c2ccccc2)c2cc3ccccc3nc21 | -5
O=C(CSc1oc(-c2cccs2)nc1S(=O)(=O)c1ccc(F)cc1)NCC1CCCO1 (stereo unspecified) | -11
O=C(OCC(=O)N1CCN(c2ccccc2)CC1)c1ccc2ncsc2c1 | -5
COc1ccc(C(C)=O)cc1COC(=O)Cc1n[nH]c(=O)c2ccccc12 | -4
Cn1c(=O)c2c(ncn2CC(=O)Nc2ccccc2Sc2ccccc2)n(C)c1=O | 14
CC1CCN(C(=O)C2c3ccccc3C(=O)N3CCc4ccccc4C23)CC1 (stereo unspecified) | 1
CC1CCN(CCCn2c(=S)[nH]c3ccc(N4CCOCC4)cc3c2=O)CC1 | -26
Cc1ccc(NC(=O)N2C(=O)C3(OCCO3)c3ccccc32)cc1 | -24
CC(C(=O)N1CCCc2c1c(=O)oc1ccc(O)cc21)N1CCc2ccccc2C1 (stereo unspecified) | -12
CCC(NC(C)C)C(O)c1ccc(O)c(O)c1 (stereo unspecified) | -21
Cc1ccc(S(=O)(=O)N2CCN(S(=O)(=O)c3ccc4c(c3)OCCO4)CC2)cc1 | -8
COc1ccc(NC(=O)N(C2CCCCC2)C(C)c2cccnc2)c(OC)c1 (stereo unspecified) | 25
O=C(Nc1cnn(Cc2ccc(F)cc2)c1)c1cnccn1 | 10
COc1cccc(N2C(=O)N(c3ccccc3Cl)C3CS(=O)(=O)CC32)c1 (stereo unspecified) | -4
COC(=O)CN(c1ccc(OC)cc1)S(=O)(=O)c1c(C)noc1C | -24
CCOC(=O)NC(=O)CSc1nnnn1-c1ccc(C)cc1 | 13
COCCn1c(=O)c2c(nc3n2CCN3c2ccc(C)cc2)n(C)c1=O | -8
CN1CCN(S(=O)(=O)c2ccc(NC(=O)Cc3cccs3)cc2)CC1 | 15
CC1CCN(C(=O)C(NS(=O)(=O)c2cccc3nsnc23)c2ccccc2)CC1 (stereo unspecified) | 3
CC(C)Oc1ccc(CSc2nnc3n(C)c(=O)c4c5c(sc4n23)CCCC5)cc1 | -4
CCC(C)C(=O)Nc1c2c(nc3c1CCC3)CCCC2 (stereo unspecified) | -10
COc1ccc2nc(SCc3nc(N)nc(Nc4ccccc4)n3)[nH]c2c1 | 15
CCOC(=O)N1CCN(C(=O)Cc2ccc(-n3c(=O)[nH]c4ccccc4c3=O)cc2)CC1 | 2
O=C(C1CCN(S(=O)(=O)Cc2ccccc2)CC1)N1CCN(c2ncccn2)CC1 | 2
CCCOc1ccc(C2c3c(oc4ccccc4c3=O)C(=O)N2CCN(CC)CC)cc1OC (stereo unspecified) | -18
Cc1occc1-c1nc(-c2ccncc2)no1 | -2
Cc1cc(C)c(C)c(OCC(=O)NCCN(C)C)c1 | 2
O=C(NC1CCCCC1)C(c1cccs1)N(Cc1cccs1)C(=O)c1ccco1 (stereo unspecified) | -19
COc1ccc(Cn2nnnc2CN(Cc2cc3ccc(C)cc3[nH]c2=O)C2CCCC2)cc1 | -15
Cc1cc(C(=O)Nc2ccc(N3CCOCC3)cc2)c2ccccc2n1 | -8
CCC(C)[C@H](NC(=O)Nc1ccc(C(C)=O)cc1)C(=O)OC (stereo partly specified) | -35
Fc1cccc(Cl)c1Cn1nnc2c(N3CCC4(CC3)OCCO4)ncnc21 | -34
Continued:
SMILES | GBA enhancer
COC(=O)c1sccc1NC(=O)Cn1cnc2c1c(=O)n(C)c(=O)n2C | -6
Cc1ccnc(NS(=O)(=O)c2cccs2)c1 | 13
COc1ccc(C(CC(=O)O)NC(=O)c2cccs2)cc1 (stereo unspecified) | -2
CCOC(=O)c1cc(C(=O)c2cc(F)ccc2O)coc1=N | -1
CCOc1ccccc1NC(=O)c1cccc(NC(=O)c2ccco2)c1 | -21
CC(C)(Oc1ccc(Cl)cc1)C(=O)NCc1ccncc1 | -9
CC1(C)CC(=O)C(C=NCCO)=C(O)C1 | -7
CCOC(=O)C1CCN(C(=O)c2ccc(NC(=O)C3CCCO3)cc2)CC1 (stereo unspecified) | 62
CCCCN(C(=O)c1cc(OC)c(OC)c(OC)c1)C1=CC2CCC(C1)N2C (stereo unspecified) | -4
COc1ccccc1CNC(=O)COC(=O)c1cnccn1 | -3
CC(C)(C)c1[nH]nc2c1C(c1ccc(OC(=O)c3ccco3)cc1)C(C#N)=C(N)O2 (stereo unspecified) | -7
